TRPC6 act: mouse TRPC6 channel activation | HEK293-TRPC6 membrane potential dye fluorescence; active compounds read high | Q61143 | B-score at 10 µM | 310,000 compounds, 0.13% hits;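 active = B-score of the integrated fluorescence ratio above library mean plus 3 SD, and starting fluorescence ratio within library mean plus 5 SD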;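 also: higher score means more depolarization so channel activation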
Target sequence (Q61143 whole entry, looked up): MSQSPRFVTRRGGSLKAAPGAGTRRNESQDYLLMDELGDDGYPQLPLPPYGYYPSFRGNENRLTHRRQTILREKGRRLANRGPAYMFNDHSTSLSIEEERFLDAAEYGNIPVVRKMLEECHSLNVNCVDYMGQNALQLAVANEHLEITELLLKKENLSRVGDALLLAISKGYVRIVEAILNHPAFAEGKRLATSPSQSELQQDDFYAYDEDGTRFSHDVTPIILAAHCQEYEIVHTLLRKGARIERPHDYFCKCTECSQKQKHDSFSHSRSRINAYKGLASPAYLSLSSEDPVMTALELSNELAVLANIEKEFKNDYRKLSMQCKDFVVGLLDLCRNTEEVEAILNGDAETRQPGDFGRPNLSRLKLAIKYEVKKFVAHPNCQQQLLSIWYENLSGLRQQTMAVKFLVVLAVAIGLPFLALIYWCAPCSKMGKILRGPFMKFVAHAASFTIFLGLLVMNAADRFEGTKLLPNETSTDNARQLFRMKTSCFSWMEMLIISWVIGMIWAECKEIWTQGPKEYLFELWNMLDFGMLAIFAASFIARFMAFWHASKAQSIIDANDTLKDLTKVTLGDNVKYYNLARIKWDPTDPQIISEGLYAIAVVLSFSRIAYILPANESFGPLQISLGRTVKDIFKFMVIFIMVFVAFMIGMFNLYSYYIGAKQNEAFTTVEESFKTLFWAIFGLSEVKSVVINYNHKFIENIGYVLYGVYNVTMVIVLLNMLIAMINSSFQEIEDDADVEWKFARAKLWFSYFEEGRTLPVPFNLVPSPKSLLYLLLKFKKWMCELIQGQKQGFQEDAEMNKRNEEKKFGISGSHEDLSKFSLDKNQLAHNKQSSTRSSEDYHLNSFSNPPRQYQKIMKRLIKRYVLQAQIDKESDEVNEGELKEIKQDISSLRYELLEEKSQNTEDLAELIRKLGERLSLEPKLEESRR
MrgX1 ag: activates human MrgX1 receptor signaling; Q96LB2; MrgX1-HEK293 cells, Fluo-4 calcium fluorescence, agonist mode; active compounds read high; B-score at 10 µM; 310,000 compounds, 0.44% hits; AID 588627;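 active = calcium response B-score plate-corrected fluorescence ratio at least 3 library SD, with starting fluorescence B-score inside 5 SD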
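System – MrgX1-expressing HEK293 cells · Incubation – cells plated overnight, dye loaded 0.5 h 37 °C, 0.5 h room temperature · Technique – kinetic Fluo-4 NW fluorescence of intracellular calcium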
TRPC4 PAM: TRPC4 (mouse) allosteric potentiation; AID 2227; HEK293 TRPC4beta/mu-opioid, DAMGO EC20, Fluo-4 Ca2+ flux; active compounds read high; Q9QUQ5; B-score at 10 µM; 310,000 compounds, 0.42% hits;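 active = B-score of calcium response area above 5 SD of library B-scores, with initial fluorescence ratio within 5 SD of library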;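 also: B-score of integrated fluorescence ratio over time as area under calcium response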
MrgX1 antag: human MrgX1 receptor antagonism, primary screen | MRGX1-HEK293 calcium flux, Fluo-4, BAM8-22 antagonism; active compounds read low | B-score at 10 µM | Q96LB2 | 310,000 compounds, 1.3% hits;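 active = calcium-response B-score plate-corrected more than 3 library SD below zero, starting fluorescence within 5 deviations, no agonist response on first addition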;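 also: peak minus trough fluorescence over baseline after final BAM8-22 challenge near maximal dose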
HIF activator: HIF pathway transcriptional activation | U2OS HRE-luciferase reporter, luminescence; normalized: DMSO 0%, desferrioxamine 100% | activation, % at 7.5 µM (by protocol) | 300,000 compounds, 0.32% hits | AID 1910;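 active = mean activation of at least 10% of the iron chelator positive control signal, with at least half of replicates also reaching 10%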
TRPC6 inh: mouse TRPC6 channel inhibition. Q61143. HEK293-TRPC6, membrane potential dye, ACh-evoked depolarization; active compounds read low. B-score at 10 µM. 310,000 compounds, 1.1% hits. AID 2553;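 active = B-score under library mean minus 3 SD, initial fluorescence not abnormally high, positive integrated signal ratio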;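 also: B-score derived from integrated fluorescence ratio over the kinetic read; more negative B-score means stronger inhibition of depolarization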
AI-2 QS modul: modulators of Vibrio harveyi AI-2 quorum sensing system | Vibrio harveyi JMH597 AI-2 luminescence/OD600 ratio, 9 h; active compounds read low; strain lacks LuxN and CqsS sensors; 0 = neutral-control median | activity change, % at 7.5 µM | 300,000 compounds, 0.4% hits | AID 2094; in the data active = activity change below about -75%, passing the limit was not always enough;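 also: luminescence divided by OD600 gain over 9 h not by final OD600 alone; inactives centre near 13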
MrgX1 allo act: human MrgX1 positive allosteric modulation, primary screen; Q96LB2; MrgX1-HEK293, Fluo-4 calcium flux, FDSS; active compounds read high; 310,000 compounds, 0.63% hits; AID 588675; B-score at 10 µM;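 active = plate-corrected calcium response at least 3 library SD above typical, normal starting fluorescence, not activating the receptor alone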;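 also: compound read alongside a low EC10 to EC30 dose of BAM8-22 agonist; peak minus trough fluorescence over baseline measured at the second addition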
TRPC4 agonist: opens the mouse TRPC4 cation channel; B-score at 10 µM; Q9QUQ5; 310,000 compounds, 0.49% hits; HEK293 TRPC4beta/mu-opioid, Fluo4 calcium fluorescence; active compounds read high;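 active = B-score above 5 SD of library B-scores, and initial fluorescence ratio not above library mean plus 5 SD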;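 also: positive B-score marks a calcium rise read as TRPC4 activation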
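System: HEK293 cells stably co-expressing mouse TRPC4beta and mu-opioid receptor; Schedule: Fluo4 dye loading 45 min at room temperature, 110 s recording; Detection: Fluo4 fluorescence, kinetic; Evaluation: B-scored integrated calcium fluorescence ratio; Controls: buffer (low) and maximal DAMGO (high).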
TRPC4 block: blocks the mouse TRPC4 cation channel; B-score at 10 µM; 300,000 compounds, 0.39% hits; HEK293 TRPC4beta/mu-opioid, DAMGO-evoked Fluo4 calcium flux; active compounds read low;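 active = B-score over 3 SD under the library average, no early fluorescence shift, positive overall ratio signal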
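Test system – stable TRPC4beta/mu-opioid receptor HEK293 cells · Probe or stimulus – DAMGO, a submaximal dose followed by a maximal one · Dosing – one concentration per compound · Signal – Fluo4 calcium fluorescence by kinetic imaging, 5 s 1 Hz baseline · Evaluation – per-well B score of integrated baseline-normalized Fluo4 ratio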
PolyA inhibitor: yeast polyadenylation inhibition. S. cerevisiae SKY197-pL101 polyadenylation reporter, beta-gal luminescence; efflux-impaired pdr1/pdr3 knockout yeast; score 100 = 6 SD above DMSO. calls only at 12 µM. 300,000 compounds, 0.02% hits;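 active = lowest replicate activity score at least 50, where 100 means six control SD above control mean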;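 also: yeast exposed to compound for 9 h at 30 °C; higher score means more reporter readthrough which indicates perturbed polyadenylation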
Active calls of the source: *; i = inactive; · = no result given. These rows are one share of the data. The share of hits here may be higher or lower than overall.

SMILES | TRPC6 act | MrgX1 ag | TRPC4 PAM | MrgX1 antag | HIF activator | TRPC6 inh | AI-2 QS modul | MrgX1 allo act | TRPC4 agonist | TRPC4 block | PolyA inhibitor
Cc1sc2ncn(CC(=O)NCCCN3CCC(C)CC3)c(=O)c2c1S(=O)(=O)N1CCC(C)CC1 | i | i | i | i | 0.2 | i | 26 | i | i | i | i
CCn1c(CSCc2ccc(C)cc2)n[nH]c1=S | i | i | i | i | 0.4 | i | -44 | i | i | i | i
COc1cccc(Nc2cc(C)nc3nc(C)nn23)c1 | i | i | i | i | -0.1 | i | 23 | i | i | i | i
CCOc1cc(S(=O)(=O)NCCCn2ccnc2)ccc1Cl | i | i | i | i | -0.8 | i | 3 | i | i | i | i
COc1ccccc1C(=O)NNC(=O)c1cccc(F)c1 | i | i | i | i | 0.2 | i | 5 | i | i | i | i
COc1cccc(N/C=C/C(=O)c2ccc(Br)cc2)c1 | i | i | i | i | 0.9 | i | 11 | i | i | i | i
COc1cc(OC)c(NS(=O)(=O)c2cc(Br)cnc2N)cc1Cl | i | i | i | i | 0.0 | i | 1 | i | i | i | i
CCOC(=O)c1nc(C)sc1-c1ccnn1S(=O)(=O)c1ccc(Cl)cc1Cl | i | i | i | i | -0.2 | i | 7 | i | i | i | i
O=C(O)C1CCC(=O)N(C2CCCCC2)C1c1ccccc1 (stereo not given) | i | i | i | i | 0.6 | i | 5 | i | i | i | i
O=C(c1ccc2c(c1)OCO2)n1nnc2ccccc21 | i | · | i | · | 0.0 | i | 47 | · | i | i | i
CCOC(=O)c1cccc(NC(=O)CSc2nnc(C3CCCCC3)n2CC)c1 | i | i | i | i | 0.9 | i | 20 | i | i | i | i
CC(C)(C)c1ccc(CN(Cc2ccccc2)C(c2ccccn2)c2nnnn2C(C)(C)C)cc1 (stereo not given) | i | i | i | i | -1.7 | i | 19 | i | i | i | i
Cc1ccc(N2C(=O)N(CC(=O)Nc3cccc(C)c3C)C(=O)C2C)cc1 (stereo not given) | i | i | i | i | 0.7 | i | 10 | i | i | i | i
Cc1ccc(S(=O)CCNC(=O)Cc2ccc(Cl)cc2)cc1 (stereo not given) | i | i | i | i | 0.1 | i | 11 | i | i | i | i
CC12CN(Cc3ccccc3)CC(C)(CN(Cc3ccccc3)C1)C2=O | i | i | i | i | 0.1 | i | 2 | i | i | i | i
COc1cc(C2C3=C(CC(C)(C)CC3=O)N(C)C3=C2C(=O)CC(C)(C)C3)ccc1O | i | i | i | i | -8.4 | i | 26 | i | i | i | i
Cc1cc(C(=O)N2CCCC(Nc3ccc(C(C)C)cc3)C2)nn1C (stereo not given) | i | i | i | i | 0.5 | i | 15 | i | i | i | i
CCN(CC)S(=O)(=O)c1cccc(-c2nnc(SCC(=O)c3ccc(Cl)s3)n2C)c1 | i | i | i | i | -11 | i | 13 | i | i | i | i
NC(=O)C1CCN(CC(=O)Nc2cc(Cl)ccc2Oc2ccccc2)CC1 | i | i | i | i | -1.1 | i | 9 | i | i | i | i
CN(C(=O)COc1cc(=O)n(C)c2ccccc12)c1cccc(Cl)c1 | i | i | i | i | -0.2 | i | 11 | i | i | i | i
CCCCCCOc1ccc(C(=O)n2cnc(N)n2)cc1 | i | i | i | i | 0.1 | i | 7 | i | i | i | i
COC(=O)c1[nH]c2ccc(Cl)cc2c1NC(=O)Oc1ccccc1 | i | i | i | i | 2.0 | i | 33 | i | i | i | i
Cc1oc2cc3oc(=O)c4c(c3cc2c1C)CCC4 | i | i | i | i | 3.3 | i | 7 | i | i | i | i
O=C(O)c1cc(S(=O)(=O)NC(Cc2c[nH]c3ccccc23)C(=O)O)ccc1Cl (stereo not given) | i | i | i | i | 0.2 | i | 18 | i | i | i | i

Arranged by count of non-hydrogen atoms (ascending): 3 of the compounds above
SMILES | TRPC6 act | MrgX1 ag | TRPC4 PAM | MrgX1 antag | HIF activator | TRPC6 inh | AI-2 QS modul | MrgX1 allo act | TRPC4 agonist | TRPC4 block | PolyA inhibitor
CN(C(=O)COc1cc(=O)n(C)c2ccccc12)c1cccc(Cl)c1 | i | i | i | i | -0.2 | i | 11 | i | i | i | i
CC12CN(Cc3ccccc3)CC(C)(CN(Cc3ccccc3)C1)C2=O | i | i | i | i | 0.1 | i | 2 | i | i | i | i
Cc1ccc(N2C(=O)N(CC(=O)Nc3cccc(C)c3C)C(=O)C2C)cc1 (stereo not given) | i | i | i | i | 0.7 | i | 10 | i | i | i | i

Next part.
SMILES | TRPC6 act | MrgX1 ag | TRPC4 PAM | MrgX1 antag | HIF activator | TRPC6 inh | AI-2 QS modul | MrgX1 allo act | TRPC4 agonist | TRPC4 block | PolyA inhibitor
O=C(c1cc(C(=O)N2CCOCC2)c2nc3ccccc3n2c1)c1ccccc1O | i | i | i | i | 0.0 | i | 21 | i | i | i | i
O=C(c1ccc(-c2ccccc2Cl)o1)N1CCN(S(=O)(=O)c2cccs2)CC1 | i | i | i | i | 2.3 | i | 6 | i | i | i | i
CC1(C)Cc2nc(N3CCCC3)c(C#N)cc2CO1 | i | i | i | i | -1.1 | i | 17 | i | i | i | i
CCOC(=O)CN(C(=O)CNC(=O)c1ccco1)C(C(=O)NC1CCCCC1)c1cccs1 (stereo not given) | i | i | i | i | 1.1 | i | 6 | i | i | i | i
O=C(Nc1cccc(C(F)(F)F)c1)c1scc2c1OCCO2 | i | i | i | i | 2.5 | i | 0 | i | i | i | i
Cc1nn2c(-c3ccncc3)ccnc2c1Cl | i | i | i | i | 0.2 | i | 15 | i | i | i | i
CCOc1ccc(C2CC(=O)n3nc(C45CC6CC(CC(C6)C4)C5)nc3S2)cc1OC (stereo not given) | i | i | i | i | -38 | i | 29 | i | i | i | i
O=C(Nc1cccnc1)C1CC(=O)N(c2ccc(F)cc2)C1 (stereo not given) | i | i | i | i | 2.1 | i | 29 | i | i | i | i
COc1cccc(CSc2nnc(CSc3nc4nc(C)cc(C)n4n3)s2)c1 | i | i | i | i | -0.3 | i | 22 | i | i | i | ·
O=c1oc2ccccc2cc1-c1csc(Nc2ccc(O)cc2)n1 | i | i | i | i | 3.7 | i | 9 | i | i | i | i
CCO[C@H]1OC(C(=O)N2CCOCC2)=C[C@@H](c2cn(C(C)=O)c3ccccc23)[C@@H]1CCCO | i | i | i | i | -0.2 | i | 7 | i | i | i | i
O=C(COc1ccc(S(=O)(=O)N2CCOCC2)cc1)N1CCCCCC1 | i | i | i | i | -0.3 | i | 4 | i | i | i | i
CC(=O)c1ccc(Oc2ncnc3sccc23)cc1 | i | i | i | i | 3.1 | i | 43 | i | i | i | ·
O=C(Cc1ccccc1)NCC(=O)N/N=C/c1cccs1 | i | i | i | i | -0.1 | i | 14 | i | i | i | i
COc1ccc(-c2[nH]c(-c3ccc(C)cc3)nc2SCC(=O)Nc2nccs2)cc1 | i | i | i | i | -0.1 | i | 28 | i | i | i | i
CC(OC(=O)c1nsc(Cl)c1Cl)C(=O)NC1CCCCC1 (stereo not given) | i | i | i | i | -11 | i | 7 | i | i | i | i
O=C(COc1cccc2cccnc12)NCc1cccs1 | i | i | i | i | 0.8 | i | 20 | i | i | i | i
O=C(NCC1CCCO1)c1nn2c(C(F)(F)F)cc(-c3cccs3)nc2c1Cl (stereo not given) | i | i | i | i | -1.6 | i | 10 | i | i | i | i
O=C1CCCc2c1cc(C(=O)Nc1ccc(Br)cn1)c(=O)n2-c1ccccc1 | i | i | i | i | -1.6 | i | 21 | i | i | i | i
CCn1c(SCc2ccc(Cl)cc2)nnc1-c1ccccc1 | i | i | i | i | -0.1 | i | · | i | i | i | i
NC(N)=NN=C1c2ccccc2-c2ccccc21 | i | i | i | i | -0.6 | i | 6 | i | i | i | i
CCOc1cc(C(=S)N2CCOCC2)ccc1OC(=O)c1cc(OC)c(OC)c(OC)c1 | i | i | i | i | 0.3 | i | -3 | i | i | i | i
CC(C)[C@H](NC(=O)[C@@H]1Cc2c([nH]c3ccccc23)C2c3ccccc3C(=O)N21)C(=O)N1CCC[C@@H]1C(=O)O (stereo not given in full) | i | i | i | i | -0.2 | i | 6 | i | i | i | i
Cc1cccn2c(=O)c3cc(C(=O)NCCCn4ccnc4)n(C)c3nc12 | i | i | i | i | -0.1 | i | 9 | i | i | i | i
Cc1ccc(-c2csc(-c3c[nH]c4ccccc34)n2)c(C)c1 | i | i | i | i | 3.4 | i | 3 | i | i | i | i
Cc1nn(Cc2ccccc2)c2c1C(c1cccnc1)C(C#N)=C(N)O2 (stereo not given) | i | i | i | i | -0.2 | i | 5 | i | i | i | i
Cc1cc(NCCc2ccc(Cl)cc2)n2ncnc2n1 | i | i | i | i | -0.4 | i | -1 | i | i | i | i
CCc1ccc(N2CC(C(=O)Nc3ccc(F)cc3)CC2=O)cc1 (stereo not given) | i | i | i | i | -0.3 | i | 12 | i | i | i | i
COc1ccc(N2CCN(S(=O)(=O)c3ccc(C(=O)NCc4ccco4)cc3)CC2)cc1 | i | i | i | i | 0.2 | i | 31 | i | i | i | i
CCOC(=O)CSc1cc(C)c(C#N)c2nc3ccccc3n12 | i | i | i | i | 0.2 | i | -5 | i | i | i | i
CC(C)(C)c1ccc(-c2nnc(SCC(=O)c3ccc4c(c3)OCCO4)o2)cc1 | i | i | i | i | -0.4 | i | 23 | i | i | i | i
COc1ccccc1N1CCN(C(=O)c2oc3ccc(F)cc3c2C)CC1 | i | i | i | i | 1.9 | i | 27 | i | i | i | i
CCOC(=O)C(C)Oc1cccc2c(=O)n(CC(=O)Nc3ccc4c(c3)OCCO4)ccc12 (stereo not given) | i | i | i | i | -0.3 | i | 2 | i | i | i | i
Cc1cccc(CCNC(=O)C2CCCN(S(=O)(=O)c3cccc4nsnc34)C2)c1 (stereo not given) | i | i | i | i | -1.5 | i | 28 | i | i | i | i
CCOC(=O)Cc1csc(SCC(=O)Nc2cccc(Cl)c2)n1 | i | i | i | i | -0.1 | i | 22 | i | i | i | i
O=C(Nc1cccc(OC(=O)c2cccnc2)c1)c1cccnc1 | i | i | i | i | · | i | 13 | i | i | i | i
CCN(CC)C(=O)Cn1c(=O)n(CCCC(=O)NCc2ccc3c(c2)OCO3)c(=O)c2sccc21 | i | i | i | i | 0.3 | i | 10 | i | i | i | i
